Screens: PubChem BioAssay, several laboratories
Keap1-Nrf2 PPI = Keap1-Nrf2 (human) interaction inhibition. Q14145. Keap1 Kelch-Nrf2 peptide fluorescence polarization, 1536-well. inhibition, % at 9.4 µM. actives 0.15% (n = 340,000); in the data active means inhibition above about 12%;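 further: human Keap1 Kelch domain with fluorescein labeled Nrf2 9mer peptide probe; 0% = neutral control wells and 100% = peptide positive control; higher means more block of Keap1 binding to Nrf2 peptide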
Target sequence (Q14145 whole entry, looked up, the tested form may be a part): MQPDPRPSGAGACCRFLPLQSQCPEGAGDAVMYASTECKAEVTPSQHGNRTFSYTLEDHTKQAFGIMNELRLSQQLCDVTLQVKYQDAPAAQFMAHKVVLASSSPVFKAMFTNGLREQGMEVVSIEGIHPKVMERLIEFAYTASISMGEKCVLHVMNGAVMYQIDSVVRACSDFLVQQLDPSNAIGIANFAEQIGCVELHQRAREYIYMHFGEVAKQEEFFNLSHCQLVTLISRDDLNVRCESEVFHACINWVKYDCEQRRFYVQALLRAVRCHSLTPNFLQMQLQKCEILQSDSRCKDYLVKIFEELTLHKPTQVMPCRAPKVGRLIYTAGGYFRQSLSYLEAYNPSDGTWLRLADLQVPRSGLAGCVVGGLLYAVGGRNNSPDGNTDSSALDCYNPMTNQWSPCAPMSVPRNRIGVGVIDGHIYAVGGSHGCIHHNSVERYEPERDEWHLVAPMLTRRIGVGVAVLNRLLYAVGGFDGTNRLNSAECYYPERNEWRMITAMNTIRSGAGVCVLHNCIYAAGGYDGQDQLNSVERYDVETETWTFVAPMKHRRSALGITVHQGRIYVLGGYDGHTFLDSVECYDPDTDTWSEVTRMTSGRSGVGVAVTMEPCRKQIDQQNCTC
V-ATPase pH = yeast V-ATPase proton transport regulation by pHLuorin; S. cerevisiae, pHLuorin cytosolic pH fluorescence; response, % at 10 µM; actives 0.37% (n = 350,000); in the data active means response mostly above about 7.3%, no sharp cut-off; inactive means mostly below about 5.4%; further: actives read high; inactives centre near 0; some compounds called inactive have numbers as strong as hits; reference of the scale not given here
HTR5A inv ctr = HTR5A inverse agonism, opioid heterodimer counter-screen. inhibition, % at 9.3 µM. AID 504634. HTR5A cell line, luminescence. actives 0.083% (n = 340,000). P47898; in the data active means inhibition mostly above about 23%, no sharp cut-off; inactive means mostly below about 18%;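 further: 0% = cells with DMSO and 100% = no-cell wells with DMSO; some compounds called inactive have numbers as strong as hits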
Target sequence (P47898 whole entry, looked up): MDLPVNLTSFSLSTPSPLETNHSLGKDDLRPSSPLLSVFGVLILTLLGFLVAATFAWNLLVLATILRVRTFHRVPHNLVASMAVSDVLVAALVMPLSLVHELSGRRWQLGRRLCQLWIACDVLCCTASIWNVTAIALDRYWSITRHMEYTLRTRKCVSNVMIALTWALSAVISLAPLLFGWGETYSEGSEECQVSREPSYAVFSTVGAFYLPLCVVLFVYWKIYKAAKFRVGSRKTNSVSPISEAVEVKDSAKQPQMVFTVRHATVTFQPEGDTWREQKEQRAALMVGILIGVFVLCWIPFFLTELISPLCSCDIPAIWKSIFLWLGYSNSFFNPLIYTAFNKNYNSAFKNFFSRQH
RTF Ca sens act = cardiac RTF calcium sensitization. activation, % at 7.2 µM. AID 493008. P19429+P45379. actives 0.24% (n = 340,000). IANBD-labeled TnC RTF fluorescence at EC20 calcium; 0% EC20 calcium, 100% full calcium;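 active means activation above the mean over all tested compounds plus 3 SD, cut at about 30% in these data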;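 further: rise in fluorescence read as greater calcium sensitivity of cardiac thin filaments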
RTF Ca sens inh = cardiac RTF calcium desensitization. P19429+P45379. IANBD-labeled cardiac RTF, Ca2+ fluorescence. inhibition, % at 7.15 µM. actives 0.12% (n = 340,000);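 active means inhibition above the mean inhibition of all tested compounds plus 3 SD, cut at about 17% in these data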;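 further: assay run at fixed EC70 calcium of 1.6 mM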
LANA DNA inh = inhibitors of KSHV LANA C-terminal domain DNA binding. actives 0.078% (n = 340,000). MBP-C-LANA/FAM-LBS DNA binding, fluorescence polarization. AID 504423. inhibition, % at 9 µM;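 active means highest replicate inhibition at or above 60% at 9 µM, even if other replicates fall short; inactive means all replicates below 60% inhibition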;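 further: 0% = neutral control wells and 100% = 4 µM acridine orange control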
MOR-DOR ag = agonists of human mu-delta opioid receptor heterodimerization; P35372+P41143; cells, OPRM1-OPRD1 heterodimerization, luminescence; activation, % at 9.3 µM; actives 0.3% (n = 340,000); in the data active means activation above about 18%;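 further: 0% = vehicle-treated cells and 100% = reference agonist; values of inactives mirror those of a sister screen read the other way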
OPRM1-OPRD1 inv = inverse agonist of human OPRM1-OPRD1 heterodimerization | P35372+P41143 | cell-based MOR-DOR heterodimer luminescence, inverse agonism | inhibition, % at 9.3 µM | actives 0.21% (n = 340,000); in the data active means inhibition above about 22%, passing the limit was not always enough;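 further: 0% = cells with DMSO and 100% = wells without cells with DMSO; values of inactives mirror those of a sister screen read the other way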
HTR5A ag ctr = activates human HTR5A in OPRM1-OPRD1 agonist counter-screen; P47898; HTR5A agonist assay, luminescence, cell-based; activation, % at 9.3 µM; actives 0.61% (n = 340,000); in the data active means activation mostly above about 9.5%, no sharp cut-off; inactive means mostly below about 7.6%;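 further: 0% = cells with vehicle only and 100% = reference agonist; strong numbers were not always called active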
CAL PDZ FP = CAL PDZ (human) peptide binding inhibition; Q9HD26; purified CAL PDZ, TMR-peptide fluorescence polarization, 1 h; inhibition, % at 24.9 µM; actives 0.92% (n = 300,000);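 active means mean inhibition of at least 30% with at least half of replicates also reaching 30%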;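 further: 0% = DMSO neutral control and 100% = excess unlabeled competitor peptide PRC23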
The depositor's hits bear a star.

How did O=C1CCC([N+](=O)[O-])C(c2cccc([N+](=O)[O-])c2)N1 (configuration not stated) do in these assays?
Keap1-Nrf2 PPI: -5; V-ATPase pH: -2; HTR5A inv ctr: 0; RTF Ca sens act: -1; RTF Ca sens inh: -7; LANA DNA inh: -1.2; MOR-DOR ag: -1.6; OPRM1-OPRD1 inv: 9; HTR5A ag ctr: 0; CAL PDZ FP: 5

How did COC(C(=O)Nc1ccc(C(N)=O)cc1)c1ccccc1 (configuration not stated) do in these assays?
Keap1-Nrf2 PPI: 1; V-ATPase pH: -2; HTR5A inv ctr: 8; RTF Ca sens act: 2; RTF Ca sens inh: -1; LANA DNA inh: -0.6; MOR-DOR ag: 0.3; OPRM1-OPRD1 inv: -2; HTR5A ag ctr: -3; CAL PDZ FP: -3

What do the screens show for `Cc1c(-c2ccccc2Br)nc2ccccc2c1C(=O)O`?
Keap1-Nrf2 PPI: 3; V-ATPase pH: 1; HTR5A inv ctr: 12; RTF Ca sens act: -3; RTF Ca sens inh: -31; LANA DNA inh: 3.0; MOR-DOR ag: -2.7; OPRM1-OPRD1 inv: 12; HTR5A ag ctr: -3; CAL PDZ FP: -18

How did O=C(NC(=O)c1ccccc1O)c1ccc2c(c1)CCO2 do in these assays?
Keap1-Nrf2 PPI: -1; V-ATPase pH: 5; HTR5A inv ctr: 0; RTF Ca sens act: 3; RTF Ca sens inh: 3; LANA DNA inh: -0.4; MOR-DOR ag: -3.8; OPRM1-OPRD1 inv: 19; HTR5A ag ctr: 0; CAL PDZ FP: -2

How did Cc1ccc(S(=O)(=O)N2CCCC(c3nnc4n3-c3ccccc3SC4)C2)cc1 (configuration not stated) do in these assays?
Keap1-Nrf2 PPI: -1; V-ATPase pH: 2; HTR5A inv ctr: -23; RTF Ca sens act: 3; RTF Ca sens inh: -11; LANA DNA inh: 1.6; MOR-DOR ag: -2.2; OPRM1-OPRD1 inv: 12; HTR5A ag ctr: 8; CAL PDZ FP: -2

What do the screens show for `N#C/C(=C\C=C\c1ccccc1)C(=O)NCc1cccnc1`?
Keap1-Nrf2 PPI: -8; V-ATPase pH: 2; HTR5A inv ctr: 2; RTF Ca sens act: 6; RTF Ca sens inh: -8; LANA DNA inh: -0.1; MOR-DOR ag: -1.6; OPRM1-OPRD1 inv: 8; HTR5A ag ctr: -1; CAL PDZ FP: -4

Results for Cc1ccc(/C=C2/C(=N)N3N=C(CC(=O)N4CCCC4)SC3=NC2=O)o1 ?
Keap1-Nrf2 PPI: -1; V-ATPase pH: 4; HTR5A inv ctr: -19; RTF Ca sens act: -2; RTF Ca sens inh: -4; LANA DNA inh: 6.4; MOR-DOR ag: -2.2; OPRM1-OPRD1 inv: 11; HTR5A ag ctr: 5; CAL PDZ FP: -3

How did O=C1c2ccccc2NC(c2ccccc2O)N1NS(=O)(=O)c1ccccc1 (configuration not stated) do in these assays?
Keap1-Nrf2 PPI: -3; V-ATPase pH: 0; HTR5A inv ctr: 11; RTF Ca sens act: -7; RTF Ca sens inh: -4; LANA DNA inh: -1.3; MOR-DOR ag: -2.2; OPRM1-OPRD1 inv: 12; HTR5A ag ctr: -4; CAL PDZ FP: 4

Results for NC(=O)c1ccc(N2CCN(c3ccc(O)cc3)CC2)c([N+](=O)[O-])c1 ?
Keap1-Nrf2 PPI: -1; V-ATPase pH: 6; HTR5A inv ctr: 1; RTF Ca sens act: 0; RTF Ca sens inh: -6; LANA DNA inh: -1.6; MOR-DOR ag: 2.4; OPRM1-OPRD1 inv: -17; HTR5A ag ctr: 0; CAL PDZ FP: -3

How did O=c1cc(-c2ccccc2F)oc2ccccc12 do in these assays?
Keap1-Nrf2 PPI: 0; V-ATPase pH: -4; HTR5A inv ctr: -7; RTF Ca sens act: 5; RTF Ca sens inh: -2; LANA DNA inh: -0.8; MOR-DOR ag: -2.0; OPRM1-OPRD1 inv: 11; HTR5A ag ctr: 0; CAL PDZ FP: -3

What do the screens show for `Cc1ccc(C(=O)NCC(=O)N2CCC(Cc3ccccc3)CC2)cc1`?
Keap1-Nrf2 PPI: 1; V-ATPase pH: 2; HTR5A inv ctr: -25; RTF Ca sens act: 2; RTF Ca sens inh: -4; LANA DNA inh: 1.0; MOR-DOR ag: 0.8; OPRM1-OPRD1 inv: -4; HTR5A ag ctr: 7; CAL PDZ FP: 9

What do the screens show for `Cc1nn(Cc2ccccc2)c(C)c1C(=O)N1CCN(S(=O)(=O)/C=C/c2ccccc2)CC1`?
Keap1-Nrf2 PPI: -1; V-ATPase pH: 7; HTR5A inv ctr: 3; RTF Ca sens act: -2; RTF Ca sens inh: 0; LANA DNA inh: 1.7; MOR-DOR ag: -2.8; OPRM1-OPRD1 inv: 11; HTR5A ag ctr: -1; CAL PDZ FP: -2

How did CCOCc1cn(CC(=O)c2ccc(Cl)cc2)c(C)nc1=N do in these assays?
Keap1-Nrf2 PPI: 0; V-ATPase pH: -3; HTR5A inv ctr: -13; RTF Ca sens act: 2; RTF Ca sens inh: 2; LANA DNA inh: -0.8; MOR-DOR ag: -1.1; OPRM1-OPRD1 inv: 6; HTR5A ag ctr: -3; CAL PDZ FP: 2

What do the screens show for `NC(=O)Cn1cnc2nc3n(c2c1=O)CCC3`?
Keap1-Nrf2 PPI: -3; V-ATPase pH: -3; HTR5A inv ctr: 11; RTF Ca sens act: 3; RTF Ca sens inh: -4; LANA DNA inh: -0.1; MOR-DOR ag: -1.6; OPRM1-OPRD1 inv: 8; HTR5A ag ctr: 2; CAL PDZ FP: 27

Results for CCOc1ccc(C(=O)NC(=S)Nc2cccc(NC(=O)c3ccco3)c2)cc1[N+](=O)[O-] ?
Keap1-Nrf2 PPI: -1; V-ATPase pH: 3; HTR5A inv ctr: -7; RTF Ca sens act: -7; RTF Ca sens inh: -17; LANA DNA inh: -1.4; MOR-DOR ag: -5.6; OPRM1-OPRD1 inv: 29; HTR5A ag ctr: -3; CAL PDZ FP: -2

2 compounds drawn at random from those above:
What do the screens show for `NC(=O)Cn1cnc2nc3n(c2c1=O)CCC3`?
Keap1-Nrf2 PPI: -3; V-ATPase pH: -3; HTR5A inv ctr: 11; RTF Ca sens act: 3; RTF Ca sens inh: -4; LANA DNA inh: -0.1; MOR-DOR ag: -1.6; OPRM1-OPRD1 inv: 8; HTR5A ag ctr: 2; CAL PDZ FP: 27

How did O=C1CCC([N+](=O)[O-])C(c2cccc([N+](=O)[O-])c2)N1 (configuration not stated) do in these assays?
Keap1-Nrf2 PPI: -5; V-ATPase pH: -2; HTR5A inv ctr: 0; RTF Ca sens act: -1; RTF Ca sens inh: -7; LANA DNA inh: -1.2; MOR-DOR ag: -1.6; OPRM1-OPRD1 inv: 9; HTR5A ag ctr: 0; CAL PDZ FP: 5

Later entries
Results for CCOc1ccccc1N(CC(=O)NCC1CCCO1)C(=O)CCC(=O)Nc1ccccn1 (configuration not stated) ?
Keap1-Nrf2 PPI: 0; V-ATPase pH: 2; HTR5A inv ctr: -7; RTF Ca sens act: -4; RTF Ca sens inh: 0; LANA DNA inh: -2.4; MOR-DOR ag: -4.8; OPRM1-OPRD1 inv: 24; HTR5A ag ctr: 3; CAL PDZ FP: 1

Results for C=C(C)C1CC=C(C)/C(=N/NC(=O)c2cccc([N+](=O)[O-])c2)C1 (configuration not stated) ?
Keap1-Nrf2 PPI: -4; V-ATPase pH: 0; HTR5A inv ctr: 10; RTF Ca sens act: 15; RTF Ca sens inh: -12; LANA DNA inh: -1.1; MOR-DOR ag: 3.9; OPRM1-OPRD1 inv: -18; HTR5A ag ctr: 3; CAL PDZ FP: -3

Results for Cn1c(=O)c2c(nc(N3CCc4ccccc4C3)n2C)n(C)c1=O ?
Keap1-Nrf2 PPI: -6; V-ATPase pH: -1; HTR5A inv ctr: -18; RTF Ca sens act: 7; RTF Ca sens inh: -11; LANA DNA inh: -0.4; MOR-DOR ag: 4.5; OPRM1-OPRD1 inv: -22; HTR5A ag ctr: -1

Results for COc1ccccc1/C=C/C(=O)NC(=S)NCC1CCCO1 (configuration not stated) ?
Keap1-Nrf2 PPI: -1; V-ATPase pH: -2; HTR5A inv ctr: 1; RTF Ca sens act: -3; RTF Ca sens inh: 11; LANA DNA inh: -2.0; MOR-DOR ag: -0.1; OPRM1-OPRD1 inv: 1; HTR5A ag ctr: 0; CAL PDZ FP: 4

What do the screens show for `Cc1c(Cl)cccc1-n1c(SCC(=O)N(C)Cc2ccccc2)nnc1-c1ccncc1`?
Keap1-Nrf2 PPI: -3; V-ATPase pH: -2; HTR5A inv ctr: 5; RTF Ca sens act: 2; RTF Ca sens inh: -4; LANA DNA inh: -1.6; MOR-DOR ag: -2.4; OPRM1-OPRD1 inv: 12; HTR5A ag ctr: -1; CAL PDZ FP: -3

Results for CC(C)N1CC23C=CC(O2)C(C(=O)OCc2ccccc2)C3C1=O (configuration not stated) ?
Keap1-Nrf2 PPI: 0; V-ATPase pH: 2; HTR5A inv ctr: -4; RTF Ca sens act: 11; RTF Ca sens inh: -9; LANA DNA inh: 0.3; MOR-DOR ag: 0.2; OPRM1-OPRD1 inv: -1; HTR5A ag ctr: 1

Results for COc1ccc(C2OC(=O)CC2C(=O)NCc2ccc(Cl)cc2)cc1OC (configuration not stated) ?
Keap1-Nrf2 PPI: -1; V-ATPase pH: -2; HTR5A inv ctr: 3; RTF Ca sens act: 6; RTF Ca sens inh: 16; LANA DNA inh: -0.1; MOR-DOR ag: -0.4; OPRM1-OPRD1 inv: 2; HTR5A ag ctr: -1; CAL PDZ FP: -8

What do the screens show for `c1ccc(N2N=C(c3cccs3)CC2c2ccco2)cc1` (configuration not stated)?
Keap1-Nrf2 PPI: -2; V-ATPase pH: -6; HTR5A inv ctr: -9; RTF Ca sens act: -6; RTF Ca sens inh: 3; LANA DNA inh: -0.6; MOR-DOR ag: 0.1; OPRM1-OPRD1 inv: -1; HTR5A ag ctr: 4; CAL PDZ FP: 1

How did NC(=O)C1CCN(C2CC(=O)N(c3cccc(F)c3)C2=O)CC1 (configuration not stated) do in these assays?
Keap1-Nrf2 PPI: 0; V-ATPase pH: -1; HTR5A inv ctr: -26; RTF Ca sens act: -5; RTF Ca sens inh: -7; LANA DNA inh: 0.5; MOR-DOR ag: -4.2; OPRM1-OPRD1 inv: 20; HTR5A ag ctr: 11; CAL PDZ FP: -2

What do the screens show for `Cc1ccc(S(=O)(=O)N(CCCc2c(C)nc[nH]c2=O)c2ccccc2)cc1`?
Keap1-Nrf2 PPI: -1; V-ATPase pH: 3; HTR5A inv ctr: 5; RTF Ca sens act: -5; RTF Ca sens inh: 4; LANA DNA inh: 1.4; MOR-DOR ag: -3.2; OPRM1-OPRD1 inv: 17; HTR5A ag ctr: -2; CAL PDZ FP: 7

What do the screens show for `O=C(CSc1nc(N2CCCCC2)nc(N2CCCCC2)n1)c1ccccc1`?
Keap1-Nrf2 PPI: -5; V-ATPase pH: 2; HTR5A inv ctr: -29; RTF Ca sens act: -5; RTF Ca sens inh: -1; LANA DNA inh: 0.3; MOR-DOR ag: -1.3; OPRM1-OPRD1 inv: 5; HTR5A ag ctr: -1

Results for CCCN1CCC(NC(=O)Cc2ccccc2OC)CC1 ?
Keap1-Nrf2 PPI: -4; V-ATPase pH: -3; HTR5A inv ctr: 3; RTF Ca sens act: 1; RTF Ca sens inh: -1; LANA DNA inh: -3.1; MOR-DOR ag: -0.5; OPRM1-OPRD1 inv: 2; HTR5A ag ctr: -1; CAL PDZ FP: 1
